Compound activity: PubChem BioAssay, several laboratories
Yp Topo-I inh: inhibitors of Yersinia pestis topoisomerase I; Y. pestis Topo-I cleavage product accumulation, plate reader; activity, % at 10 µM; hit rate 0.064% among 360,000; in the data active = activity above about 50%, passing the limit was not always enough; inconclusive = no clear call, values can overlap the other calls; note: inactives centre near 2
TcdB GH inh: blocks C. difficile toxin B glycohydrolase activity | P18177 | TcdB glycohydrolase enzymatic assay, plate reader | inhibition, % at 9.99 µM | hit rate 0.24% among 350,000; in the data active = inhibition above about 10%
Anthrax LF inh2: blocks Bacillus anthracis lethal factor protease; inhibition, % at 10 µM; hit rate 0.12% among 360,000; AID 588501; P15917; multiplex microsphere protease cleavage assay, LF; in the data active = inhibition above about 30%; inconclusive = no clear call, values can overlap the other calls; note: plate controls were buffer without enzyme for full effect and enzyme alone for no effect
Rv3671c protease: Rv3671c (M. tuberculosis) protease inhibition; P9WHR9; inhibition, % at 5.96 µM; hit rate 0.048% among 320,000; AID 2606; in the data active = inhibition above about 38%;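 note: extracellular domain of Rv3671c used as enzyme; 0% = enzyme with DMSO and 100% = no enzyme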
Target sequence (P9WHR9 whole entry, looked up, the tested form may be a part): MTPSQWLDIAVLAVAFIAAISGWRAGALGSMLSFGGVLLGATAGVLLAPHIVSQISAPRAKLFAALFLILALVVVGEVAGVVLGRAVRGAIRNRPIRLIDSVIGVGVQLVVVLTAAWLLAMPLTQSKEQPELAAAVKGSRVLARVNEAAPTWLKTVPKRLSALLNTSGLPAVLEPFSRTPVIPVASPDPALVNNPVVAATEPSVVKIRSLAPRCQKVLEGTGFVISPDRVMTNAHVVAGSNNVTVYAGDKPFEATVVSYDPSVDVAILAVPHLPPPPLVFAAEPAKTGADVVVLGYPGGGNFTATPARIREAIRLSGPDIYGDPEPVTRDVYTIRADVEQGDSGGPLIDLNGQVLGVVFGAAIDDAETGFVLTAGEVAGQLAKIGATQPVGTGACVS
PfHsp40 rescue: restores yeast growth despite PfHsp40 toxicity; growth rescue, % at 12.5 µM; S. cerevisiae expressing PfHsp40, growth rescue, ATP luminescence; hit rate 0.68% among 340,000; in the data active = growth rescue above about 28%, passing the limit was not always enough; inconclusive = no clear call, values can overlap the other calls;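 note: yeast W303a lacking pdr1 and pdr3 grown in galactose medium; growth measured after three days at 30 °C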
SARS 3CLpro inh: SARS-CoV 3CLpro protease inhibition. P0C6X7. recombinant SARS-CoV 3CLpro, quenched FRET peptide cleavage. inhibition, % at 6 µM. hit rate 0.14% among 290,000. AID 1706; in the data active = inhibition above about 12%
MazF activator: activators of E. coli MazEF toxin-antitoxin RNase; FAM/BHQ RNA-DNA oligo cleavage fluorescence, 5 h; P0AE70; activation, % at 20 µM; hit rate 0.32% among 350,000; in the data active = activation above about 50%
Target sequence (P0AE70 whole entry, looked up): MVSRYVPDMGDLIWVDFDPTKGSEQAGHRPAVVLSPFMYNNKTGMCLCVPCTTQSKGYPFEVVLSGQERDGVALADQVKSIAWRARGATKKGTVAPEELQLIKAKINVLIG
Vc quorum ag: induces V. cholerae light production without autoinducers. V. cholerae BH1578 lux reporter, luminescence, 6 h. activation, % at 18.7 µM. hit rate 0.16% among 350,000. AID 588436; in the data active = activation mostly above about 9.7%, no sharp cut-off; inconclusive = no clear call, values can overlap the other calls; inactive = mostly below about 3.7%; note: not every result past the cut was called active; inactives centre near 0; reference of the scale not given here
PriA SSB inh: blocks PriA binding to SSB C-terminal tail; AlphaScreen SSBct-PriA binding, biotinylated peptide; hit rate 0.6% among 430,000; inhibition, % at 33 µM; in the data active = inhibition mostly above about 37%, no sharp cut-off; inactive = mostly below about 20%;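 note: plate controls were negative control peptide for no effect and reference peptide for full effect; strong numbers were not always called active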
DUSP3 inh: DUSP3 (human) phosphatase inhibition. AID 1654. inhibition, % at 13.3 µM. P51452. hit rate 0.52% among 290,000. recombinant VHR phosphatase, pNPP absorbance; in the data active = inhibition above about 50%; note: some compounds called inactive have numbers as strong as hits
Target sequence (P51452 whole entry, looked up): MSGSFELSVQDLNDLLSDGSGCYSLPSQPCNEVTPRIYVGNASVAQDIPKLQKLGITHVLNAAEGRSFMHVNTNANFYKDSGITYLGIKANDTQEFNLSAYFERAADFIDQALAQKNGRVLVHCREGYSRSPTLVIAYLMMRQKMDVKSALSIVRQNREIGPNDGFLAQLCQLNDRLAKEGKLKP
* marks the source's active call; other numbers are inactive results; i = inactive; ? = inconclusive; · = not tested or not shown. Only part of the results is shown; the hit share may differ from the screen's.

SMILES	Yp Topo-I inh	TcdB GH inh	Anthrax LF inh2	Rv3671c protease	PfHsp40 rescue	SARS 3CLpro inh	MazF activator	Vc quorum ag	PriA SSB inh	DUSP3 inh
Cc1cc(C)c(N(C(=O)CN2C(=O)c3ccccc3S2(=O)=O)C(C(=O)NCC2CCCO2)c2ccc(F)cc2)c(C)c1 (stereo not drawn)	31	·	-1	1	2.0	4	-13	0.3	-3	-2
Cc1n[nH]c(C)c1CCNC(=O)C1CCC(=O)N(Cc2ccccc2F)C1 (stereo not drawn)	-1	0.9	-1	-5	-0.7	-6	5	i	8	7
CCc1ccc(-c2c(C)sc(NC(C)=O)c2C(N)=O)cc1	8	·	0	-2	-0.3	6	-3	i	-16	-1
COC(=O)N1CCCCC1c1cc(C(=O)Nc2ccccc2Cl)no1 (stereo not drawn)	22	2.1	-2	·	·	·	·	-0.4	·	·
CCCN(CCC)C(=O)Cn1ccc(=N)c2ccccc21	4	·	1	6	-1.7	2	3	7.4	-3	29
C=CCn1c(-c2sc(-c3ccccc3)nc2C)n[nH]c1=S	6	-4.9	-5	2	0.9	5	2	1.1	6	24
Cc1ccc(-c2nc(CS(=O)(=O)CC(=O)N3CCOCC3)c(C)o2)cc1	1	1.4	0	-5	0.7	2	2	-0.9	-2	2
NS(=O)(=O)c1ccc(CCNC(=O)c2cc(S(=O)(=O)N3CCCCC3)ccc2Cl)cc1	18	0.8	-7	·	·	·	-8	-5.6	·	·
COc1cc(C(=O)Nc2cc(Cl)ccc2C)c(-n2cnnn2)cc1OC	0	·	0	-5	-1.1	0	3	-0.1	-6	19
Cc1cnc(C(=O)N2CCN(S(=O)(=O)c3ccc(F)c(F)c3F)CC2)cn1	4	0.8	·	-5	-0.3	·	1	-0.4	-7	·
O=C1CC(N2CCc3ccccc32)C(=O)N1c1ccc(F)cc1 (stereo not drawn)	-2	-0.4	-7	1	0.4	-1	2	-0.4	-7	0
Cc1cc(C(C)(C)C)ccc1Oc1cccc2c1S(=O)(=O)N(C1CCCC1)CC(COCc1ccccc1)O2 (stereo not drawn)	5	-1.2	2	·	-0.3	·	-2	-0.5	-10	·

Among those listed so far, four have four or more nitrogen atoms.
SMILES	Yp Topo-I inh	TcdB GH inh	Anthrax LF inh2	Rv3671c protease	PfHsp40 rescue	SARS 3CLpro inh	MazF activator	Vc quorum ag	PriA SSB inh	DUSP3 inh
Cc1n[nH]c(C)c1CCNC(=O)C1CCC(=O)N(Cc2ccccc2F)C1 (stereo not drawn)	-1	0.9	-1	-5	-0.7	-6	5	i	8	7
C=CCn1c(-c2sc(-c3ccccc3)nc2C)n[nH]c1=S	6	-4.9	-5	2	0.9	5	2	1.1	6	24
COc1cc(C(=O)Nc2cc(Cl)ccc2C)c(-n2cnnn2)cc1OC	0	·	0	-5	-1.1	0	3	-0.1	-6	19
Cc1cnc(C(=O)N2CCN(S(=O)(=O)c3ccc(F)c(F)c3F)CC2)cn1	4	0.8	·	-5	-0.3	·	1	-0.4	-7	·

The listing continues:
SMILES	Yp Topo-I inh	TcdB GH inh	Anthrax LF inh2	Rv3671c protease	PfHsp40 rescue	SARS 3CLpro inh	MazF activator	Vc quorum ag	PriA SSB inh	DUSP3 inh
COc1ccc(C2C=C(c3ccc(C)c(C)c3)Nc3ncnn32)c(OC)c1OC (stereo not drawn)	11	3.4	1	2	1.1	0	-5	-0.2	0	17
COc1ccc(/C=C/CN2CCN(Cc3ccc(F)cc3)C(CCO)C2)cc1 (stereo not drawn)	22	0.7	-6	3	-1.0	0	-3	0.6	2	26
COc1ccc(S(=O)(=O)N(CC(=O)N2CCN(c3ccccc3)CC2)c2ccccc2)cc1	-4	·	-3	-6	-0.7	5	8	-0.7	-27	33
CC(=O)c1cccc(OCc2cc(C(=O)N3CC4C[C@@H]5CC3C[C@H](C4)C5)no2)c1	27	0.6	0	-3	2.0	-7	15	-2.6	5	62
CN(C(=O)c1ccc(Cl)cc1)C1CCS(=O)(=O)C1 (stereo not drawn)	7	-0.3	7	-3	2.0	·	1	0.9	0	·
C=CCc1cc(CN2CC(C)OC(C)C2)c(O)c(OC)c1 (stereo not drawn)	-1	-4.6	-2	·	0.4	·	5	2.7	0	·
Cc1cccc(N2CCN(C(=O)c3ccccc3OCc3c(C)noc3C)CC2)c1C	35	0.6	-6	0	1.5	·	-5	i	5	·
Cc1sc(NC(=O)c2ccco2)c(CN2CCN(c3ccccn3)CC2)c1C	22	·	-2	2	-1.1	1	-1	-5.9	7	15
CC(C)CNC(=S)Nc1ccc(F)cc1	5	2.2	-2	-3	0.0	3	-3	-0.4	-1	2
O=C(Nc1ccccc1)Nc1cc(S(=O)(=O)N2CCOCC2)ccc1N1CCCC1	-2	·	4	13	-0.6	0	11	-0.3	-15	7
O=C(NCCC(=O)N1CCN(S(=O)(=O)c2ccc(Cl)cc2)CC1)Nc1ccccc1	14	0.6	-2	·	-0.5	·	3	-3.7	-6	·
Cc1ccn2cc(-c3ccc4c(c3)NC(=O)CO4)nc2c1	10	1.6	-7	0	0.5	-9	8	i	-11	23

The final 5 records of the section before are carried over, then new ones follow:
SMILES	Yp Topo-I inh	TcdB GH inh	Anthrax LF inh2	Rv3671c protease	PfHsp40 rescue	SARS 3CLpro inh	MazF activator	Vc quorum ag	PriA SSB inh	DUSP3 inh
Cc1sc(NC(=O)c2ccco2)c(CN2CCN(c3ccccn3)CC2)c1C	22	·	-2	2	-1.1	1	-1	-5.9	7	15
CC(C)CNC(=S)Nc1ccc(F)cc1	5	2.2	-2	-3	0.0	3	-3	-0.4	-1	2
O=C(Nc1ccccc1)Nc1cc(S(=O)(=O)N2CCOCC2)ccc1N1CCCC1	-2	·	4	13	-0.6	0	11	-0.3	-15	7
O=C(NCCC(=O)N1CCN(S(=O)(=O)c2ccc(Cl)cc2)CC1)Nc1ccccc1	14	0.6	-2	·	-0.5	·	3	-3.7	-6	·
Cc1ccn2cc(-c3ccc4c(c3)NC(=O)CO4)nc2c1	10	1.6	-7	0	0.5	-9	8	i	-11	23
O=C(NCc1ccccn1)c1ccc(NS(=O)(=O)c2cccc([N+](=O)[O-])c2)cc1	1	-1.7	5	-3	0.1	·	5	-0.2	2	·
COc1ccc(-c2cc(-c3ccco3)[nH]c(=O)c2C#N)cc1	-5	-0.1	-5	9	-1.1	6	-1	i	-7	6
COc1ccc(C2C(C(=O)c3cccs3)=C(O)C(=O)N2c2cccc(C)n2)cc1 (stereo not drawn)	6	-3.0	-9	0	-0.2	-1	4	-0.5	-10	13
Cc1ccc(C(=O)NC(=S)NCc2ccco2)cc1	-5	1.2	-2	-4	0.6	5	-3	i	0	23
O=C(Cn1cnc([N+](=O)[O-])n1)c1ccccc1	3	1.6	-14	·	-0.3	-3	6	-0.3	-6	9
Cc1ccc(C2CC(=O)C=C(NCc3ccccc3)C2)cc1 (stereo not drawn)	7	1.4	-6	0	0.8	3	-11	-0.9	-6	21
CN1CCC(N2CC3CC(C2)c2cccc(=O)n2C3)CC1 (stereo not drawn)	-6	·	0	1	-1.2	2	12	i	-10	17
Cc1cc(OCCN2CCCC2)cc(C(C)C)c1	-2	·	0	-9	-0.7	-1	2	-0.5	-7	-10
COC(=O)CNC(=O)C1CCCN1C(=O)CNC(=O)OCc1ccccc1 (stereo not drawn)	1	-0.5	-13	3	0.8	6	17	i	-9	-18
Cc1ccc(SCC(=O)NNC(=O)CNC(=O)c2ccc(Br)cc2)cc1	4	2.9	-2	-10	-1.1	·	-4	i	-1	·
CCC(C)c1ccc(NC(=S)NCCn2cc(Br)cn2)cc1 (stereo not drawn)	30	3.4	-8	-4	?	8	0	i	-11	16
COC(=O)CNc1nc(Cl)nc(N2CCC(C)CC2)n1	2	0.6	2	1	-1.1	1	-4	-0.5	4	2
CC(C)(C)C(=O)NC(=S)Nc1ccc(Cc2ccncc2)cc1	34	0.3	-8	-2	-1.4	7	3	-0.4	2	21
CC(C(=O)NCc1ccccc1)N1C(=O)c2ccccc2C1=O (stereo not drawn)	2	-0.6	5	4	-0.4	3	-3	i	-17	22
COc1ccc2oc(C(=O)OC(C)C(=O)N3C(C)CCCC3C)c(C)c2c1 (stereo not drawn)	4	1.7	-4	-1	1.3	·	1	-4.5	-10	·
Cc1nc(-c2cccnc2)sc1C(=O)Nc1ccc(F)cc1F	-10	·	4	1	0.4	-1	13	-0.4	-1	37
COc1ccc(NC(=O)CN2CCN(Cc3ccc4c(c3)OCO4)CC2)cc1OC	11	·	5	0	0.5	-2	8	-2.6	0	15
Cc1ccc(NC(=O)COc2ccc3oc4c(c3c2)CCCC4)nc1	4	·	-2	1	?	3	2	3.6	-12	-16
O=[N+]([O-])c1cccc(-c2nc(-c3cccs3)c(-c3cccs3)[nH]2)c1	7	·	-2	0	0.4	6	111*	·	-17	28
NC(Cc1ccc(F)cc1)c1csc(NC(=O)NC(c2ccccc2)c2ccccc2)n1 (stereo not drawn)	-1	0.2	-3	·	·	·	·	-0.5	·	·
Cc1cccn2c(CNC3CCCc4ccccc43)c(C(=O)N3CCCCC3)nc12 (stereo not drawn)	24	1.1	-3	-8	0.8	-7	-22	-0.4	6	22
COc1ccc(NC(=O)CSCC(=O)Nc2ccc(S(=O)(=O)N3CCOCC3)cc2)cc1	-3	-0.3	7	-6	-0.4	·	-2	-0.4	-2	·
Cn1cc(CN2CCCC(CO)(Cc3ccccc3)C2)c2ccccc21 (stereo not drawn)	-11	1.0	-7	-4	-2.0	3	5	i	-3	26
CCc1nnc(NC(=O)CSc2nnc(CNC(=O)c3cc(OC)c(OC)c(OC)c3)o2)s1	3	-0.5	-5	5	0.0	-5	7	1.5	2	2
CCCCNC(=S)Nc1ccc([N+](=O)[O-])cc1	1	·	0	-14	-2.0	2	6	-0.1	5	4
COc1ccc(S(=O)(=O)NCc2cccnc2)cc1OC	-17	2.1	-1	-2	-0.3	-3	8	i	-1	-8
Cc1ccsc1/C=C1\Oc2cc(OCC(=O)c3ccccc3)ccc2C1=O	10	-0.4	5	-19	-1.5	-3	-37	-0.3	-5	1
O=c1c2[nH]c3ccccc3c2ncn1Cc1cccnc1	4	·	-6	·	-0.4	-3	-2	i	3	4
O=C1NC(c2ccc(Br)cc2)Oc2ccccc21 (stereo not drawn)	6	0.7	20	-2	-0.2	-5	-30	-0.9	19	2
Cc1cc(C)c(-c2c(O)c3c(n(C)c2=O)CC(C)(C)CC3=O)c(C)c1	4	·	0	0	-0.3	-6	-4	-0.1	-1	5
CCn1c(SCC(=O)NCc2ccc3c(c2)OCO3)nnc1-c1cccs1	2	·	-2	0	1.6	-6	-6	-0.4	-5	-13
CCOC(=O)c1ccc(N=Cc2c(O)n(-c3ccc(OC)cc3)c(=S)[nH]c2=O)cc1	3	-1.1	-1	-21	0.1	-2	33	-0.3	-9	-6
S=C(Nc1ccccc1)Nc1ccc(Cl)cn1	3	·	-2	6	2.2	2	-3	1.2	0	15
COc1ccc(S(=O)(=O)N(CCc2ccccc2)CC(=O)NC(C)C)cc1	-4	·	-1	-2	-0.9	-1	-6	-0.2	-24	21
Cc1nc2ccc(NC(=O)NCCCO)cc2s1	-4	·	-1	0	-0.7	6	5	1.0	-11	23
Cn1c(=O)[nH]c(=O)c2c1nc(Br)n2CCSc1nc2ccccc2o1	-9	·	0	5	-1.1	2	0	i	-8	-1
